Screening data: PubChem, National Center for Advancing Translational Sciences (NCATS)
uPA surface inh: blocks generation of uPA at the cell surface; cell surface uPA generation assay, qHTS; Potency, µM (titrated, usually from 38.3 µM), for inactives: top-dose activity change, negative = inhibition, actives largely listed as inhibitors; 330,000 tested, 0.31% active; active = well fitted inhibition curve with a large enough effect; inconclusive = small, poorly fitted or top-dose-only effect; inactive = no such curve, though single readings can be large or run the other way; tested in mouse RAW 264.7 cells; note: % is set by controls: 0 for no effect and ±100 for the full control effect; nearly all actives have a fitted effect of over 55% in size
Rab9 promoter act: Rab9 promoter activation; Huh7 Rab9 promoter-luciferase reporter, luminescence, 24 h; Potency, µM (highest dose often 9.22 µM), for the others: at the top dose activation, negative = inhibition, usual class: activators; 320,000 tested, 2.8% active; AID 485297; note: % of control where 0% means no effect; nearly all actives have a fitted effect of over 60% in size
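Luminescence from Amplite-detected luciferase (10 minutes, ambient) reports Rab9 promoter activation. Before that, stable Rab9-luciferase Huh7 cells (1500/well, reduced-serum OP-MEM I plus 10% FBS) were exposed to compound for 24 hours at 37C.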
ELG1 genotox: inducers of genotoxicity in HEK293T ELG1-luciferase cells. HEK293T ELG1-luciferase reporter, luminescence, 16 h. Potency, µM (series often up to 46 µM), for inactives: top-dose activity change, positive = activation, most hits filed as activators. 330,000 tested, 1.3% active; note: % of control where 0% means no effect; nearly all actives have a fitted effect of over 60% in size
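Genotoxicity was scored as increased ELG1-luciferase reporter signal, measured by ONE-Glo luminescence (30 min, room temperature). Compound or vehicle exposure of the HEK293T reporter cells lasted 16 hr at 37°C.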
RORgamma inh: blocks mouse ROR gamma transcriptional activity; Drosophila S2 Gal4-RORgamma UAS-luciferase reporter, 20 h; Potency, µM (highest dose often 53.6 µM), without a hit: top-dose activity change, negative = inhibition, usual class: inhibitors; 310,000 tested, 5.4% active; AID 2551; note: % is set by controls: 0 for no effect and ±100 for the full control effect; nearly all actives have a fitted effect of over 60% in size
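ROR gamma transcriptional activity was tracked as Gal4-UAS luciferase output in stably transfected Drosophila Schneider cells, with compound added 1 hr before 700 uM copper sulfate induction and a 20 hr ambient-temperature incubation.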
CXXC DNA block: inhibitors of human MLL CXXC domain-DNA interaction; MLL-CXXC / FITC-HOXA9 DNA fluorescence polarization; Potency, µM (series often up to 115 µM), without a hit: at the top dose activity change, negative = inhibition, most hits filed as inhibitors; 290,000 tested, 0.037% active; AID 2662; active = well fitted inhibition curve with a large enough effect in the polarisation, with a control signal flat, not every such curve was filed as active; inconclusive = small, poorly fitted or top-dose-only effect, or effect the other way, or a change in a side signal; inactive = no such curve, though single readings can be large or run the other way; the % refers to the polarisation
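Steps: dispense CXXC domain solution (7 uM) → pin compounds or unlabeled HOX-A9 DNA control → 5 min ambient → add FLSN-HOX-A9 solution (50 nM) → spin → 30 min ambient → fluorescence polarization. Tris pH 7.5/NaCl/DTT/BSA buffer.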
BRCA1 expr act: activators of BRCA1 expression; MCF7-BRCA1-FFLuc reporter, luminescence, 48 h; response scale: scaled: vehicle 0%, 10 µM genistein 100%; Potency, µM (titrated, usually from 46.1 µM), without a hit: at the highest dose activation, usual class: activators; 380,000 tested, 1.1% active; note: nearly all actives have a fitted effect of over 80% in size; some results filed as inactive show a strong effect at the top dose
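48 h compound treatment of MCF7-BRCA1-FFLuc cells (phenol-red free MEM, 37 °C), then 15 min with luciferase substrate and luminescence imaging.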
Gal4-VP16 FLuc: inhibits Gal4-VP16 luciferase reporter, ROR gamma counter-screen; Potency, µM (titrated, usually from 53.6 µM), for inactives: at the highest dose activity, negative = inhibition, most hits filed as inhibitors; Drosophila S2 Gal4-VP16 UAS-luciferase, luminescence, 20 h; 310,000 tested, 3.5% active;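 note: Gal4-VP16 expression switched on by copper sulfate through the metallothionein promoter; % is set by controls: 0 for no effect and ±100 for the full control effect; nearly all actives have a fitted effect of over 50% in size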
FLuc counter: firefly luciferase modulation, counter-screen for miR-21 project. P08659. purified FLuc, Km substrates, luminescence inhibition. Potency, µM (doses to about 57.5 µM), without a hit: at the highest dose activity change, negative = inhibition, actives largely listed as inhibitors. 360,000 tested, 6.9% active;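 note: plate controls were vehicle for no effect and reference inhibitor for full effect; nearly all actives have a fitted effect of over 55% in size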
Target sequence (P08659 whole entry, looked up): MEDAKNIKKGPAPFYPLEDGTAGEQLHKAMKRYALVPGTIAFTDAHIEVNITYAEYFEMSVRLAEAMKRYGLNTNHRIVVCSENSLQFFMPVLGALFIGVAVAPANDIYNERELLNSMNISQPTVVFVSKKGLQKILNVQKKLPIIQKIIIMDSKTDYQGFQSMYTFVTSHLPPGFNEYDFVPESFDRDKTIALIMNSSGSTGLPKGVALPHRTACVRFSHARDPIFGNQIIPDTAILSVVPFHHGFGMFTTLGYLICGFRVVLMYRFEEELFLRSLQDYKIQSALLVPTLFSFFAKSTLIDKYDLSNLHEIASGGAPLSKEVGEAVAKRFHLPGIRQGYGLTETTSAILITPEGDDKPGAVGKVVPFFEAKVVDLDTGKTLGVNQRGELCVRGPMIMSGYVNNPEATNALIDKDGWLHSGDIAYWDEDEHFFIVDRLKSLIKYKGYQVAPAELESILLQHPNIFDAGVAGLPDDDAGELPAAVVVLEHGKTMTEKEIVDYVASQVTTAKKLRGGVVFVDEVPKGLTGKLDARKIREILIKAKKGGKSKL
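Purified P. pyralis luciferase (10nM final) with 10uM D-luciferin and 10uM ATP (Km levels) in 50mM Tris acetate pH 7.5, 10mM Mg acetate, 0.01% Tween-20, 0.05% BSA; qHTS 6-point titration, ~60 µM downward; luminescence read.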
MBNL1 CUG block: inhibitors of human MBNL1 binding to CUG repeat RNA. Potency, µM (highest dose often 57.5 µM), for the others: at the highest dose activity change, negative = inhibition, hits mostly inhibitors. 280,000 tested, 0.036% active. TR-FRET MBNL1-His/biotin-(CUG)12 binding, 665/545 ratio. Q9NR56; active = well fitted inhibition curve with a large enough effect in the signal ratio, with a control signal flat, not every such curve was filed as active; inconclusive = small, poorly fitted or top-dose-only effect, or effect the other way, or a change in a side signal; inactive = no such curve, though single readings can be large or run the other way; the % refers to the signal ratio; note: % is set by controls: 0 for no effect and ±100 for the full control effect
Target sequence (Q9NR56 whole entry, looked up): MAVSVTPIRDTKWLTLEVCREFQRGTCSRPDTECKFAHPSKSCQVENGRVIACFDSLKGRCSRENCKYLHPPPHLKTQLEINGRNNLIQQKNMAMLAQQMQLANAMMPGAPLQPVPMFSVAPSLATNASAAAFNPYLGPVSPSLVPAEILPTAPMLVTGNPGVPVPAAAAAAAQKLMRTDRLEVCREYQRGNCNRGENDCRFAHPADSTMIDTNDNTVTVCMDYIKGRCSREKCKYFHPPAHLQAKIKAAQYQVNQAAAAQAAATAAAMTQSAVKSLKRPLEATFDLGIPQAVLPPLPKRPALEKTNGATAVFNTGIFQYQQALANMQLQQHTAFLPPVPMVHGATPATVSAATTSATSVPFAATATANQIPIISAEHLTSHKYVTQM
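Compound titration spanned 92 nM–58 uM against the MBNL1-His/biotin-(CUG)12 complex. After 60 min at room temperature with 5 nM streptavidin-XL665 and 0.055 ng/ul terbium anti-His, ratiometric 665/545 nm emission (Ex 340 nm) normalized to controls.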
p53 reactivation: mutant p53 re-activation in reporter cells. H1299 p53-A138V BP100-luciferase reporter, luminescence, 24 h. Potency, µM (highest dose often 92.2 µM), for the others: top-dose activity change, positive = activation, usual class: activators. 320,000 tested, 0.063% active. AID 504706; note: % of control where 0% means no effect; nearly all actives have a fitted effect of over 45% in size
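p53-null H1299 cells stably carrying temperature-sensitive p53-A138V and a BP100-luciferase reporter were pinned with compounds (4-point, 1:5 series) and held 24 hrs at 37 deg C. Luminescence was read 10 min after detection reagent.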
NPC1 promoter act: activators of NPC1 promoter. 320,000 tested, 2.4% active. Huh7 NPC1 promoter luciferase reporter, 24 h. Potency, µM (doses to about 9.22 µM), for the others: at the highest dose activation, hits mostly activators;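 note: % of control where 0% means no effect; nearly all actives have a fitted effect of over 60% in size; reporter is driven by a mutant NPC1 promoter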
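Huh7 reporter cells (NPC1 promoter driving luciferase) are dosed with compound for 24 h at 37 °C, 5% CO2; luciferase detection reagent is then added and luminescence measured after 10 min at ambient temperature.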
Starred values were filed as active, the others as inactive; ? = inconclusive; · = no result given; [ ] = dose if it differs, or a comment. Unless noted, calls come from the whole dose curve; as a rule, active = well fitted curve in the direction sought with a large enough effect; inconclusive = small, poorly fitted or top-dose-only effect, or another doubt; inactive = no such curve, though single readings can be large; an effect the other way counts as inactive or inconclusive. Potency is the fitted concentration of half-maximal effect. These rows are one share of the data; the hit share may differ from the screen's.

The opening 2 entries, ahead of the listing:
SMILES	uPA surface inh	Rab9 promoter act	ELG1 genotox	RORgamma inh	CXXC DNA block	BRCA1 expr act	Gal4-VP16 FLuc	FLuc counter	MBNL1 CUG block	p53 reactivation	NPC1 promoter act
CC(NC(=O)C1CCN(S(=O)(=O)N2CCCCCC2)CC1)c1ccccc1 (configuration not stated)	·	-5%	-10%	18%	0%	-14%	-10%	-2%	-5%	-6%	-2%
O=C1SC(SCc2ccccc2Cl)=N/C1=C\c1ccc(C(=O)O)cc1	-10%	-4%	0%	35%	?	17%	-3%	21µM*	2%	3%	-5%

This part in full, previewed entries included:
SMILES	uPA surface inh	Rab9 promoter act	ELG1 genotox	RORgamma inh	CXXC DNA block	BRCA1 expr act	Gal4-VP16 FLuc	FLuc counter	MBNL1 CUG block	p53 reactivation	NPC1 promoter act
CC(NC(=O)C1CCN(S(=O)(=O)N2CCCCCC2)CC1)c1ccccc1 (configuration not stated)	·	-5%	-10%	18%	0%	-14%	-10%	-2%	-5%	-6%	-2%
O=C1SC(SCc2ccccc2Cl)=N/C1=C\c1ccc(C(=O)O)cc1	-10%	-4%	0%	35%	?	17%	-3%	21µM*	2%	3%	-5%
CC1(C(=O)OCC(=O)NNC(=O)COc2ccc(Cl)cc2)CC1(Cl)Cl (configuration not stated)	0%	-4%	-1%	·	·	15%	·	-1%	·	2%	-1%
O=c1cc(-c2cccc3ccccc23)[nH][nH]1	0%	-1%	-3%	-31%	1%	-7%	-4%	4%	-1%	-3%	-4%
CCCCOc1ccc(CSCCN)cc1Cl	-24%	-20%	?	1.3µM*	3%	26%	2µM*	12µM*	-2%	-5%	-21%
CCOC(=O)c1ccoc1CSCC(=O)N1CCN(S(=O)(=O)c2ccc(C)cc2)CC1	0%	-3%	-2%	-29%	-2%	-20%	6%	3%	2%	1%	7%
COc1ccc(C(=O)Cc2cc3cccc(OC)c3oc2=O)cc1	-15%	-5%[1.84 µM]	13%	7%	-3%	16µM*	-8%	?	3%	5%	28%
Cn1cnnc1SCCNS(=O)(=O)c1cccc([N+](=O)[O-])c1	9%	3%	-1%	17%	0%	-9%	6%	1%	?	4%	-1%
CCN1CCC(CNCc2cn(-c3ccc(OC)cc3)nc2-c2ccccc2Cl)C1 (configuration not stated)	-12%	-5%	11%	?	-1%	-60%	?	-2%	6%	4%	-6%
CC(=O)Nc1sc(N/N=C\c2ccccc2Cl)nc1-c1cccs1	1%	13%	?	-2%	?	3%	-23%	-18%	-9%	-21%	4%
CN(C)/C=N/NC(=O)c1ccc(Cl)cc1	4%	-4%	0%	-15%	8%	0%	6%	0%	3%	0%	1%
Cc1ccc(C2(CCN)CCOC(C(C)C)C2)cc1 (configuration not stated)	5%	0%	0%	-40%	-26%	-21%	3%	2%	-1%	10%	-1%
COC(=O)Cc1c(C)c2ccc(O)c(CN3CCCC(C)C3)c2oc1=O (configuration not stated)	1%	9%	1%	12%	-8%	-21%	3%	-1%	19%	-1%	2%
CN(C)CCn1nnnc1SCC1=C(C(=O)O)N2C(=O)[C@@H](NC(=O)Cc3csc(N)n3)[C@H]2SC1	7%	0%	-1%	·	·	15%	·	1%	·	1%	-2%
COc1ccc(OC)c(S(=O)(=O)N/N=C\c2cn(CC(N)=O)c3ccccc23)c1	1%	1%	-5%	1%	0%	-69%	-8%	-1%	10%	-9%	-21%
CCc1nc2ccccc2c(C(=O)OCC(=O)N2CC(C)OC(C)C2)c1C (configuration not stated)	-8%	-4%	-19%	·	·	-4%	·	-1%	·	-4%	-13%
Cc1nc2cc(NC(=O)NCc3ccc4c(c3)OCO4)ccc2o1	-8%	-2%	1%	10%	-2%	-1%	-8%	-2%	-13%	-6%	-3%
COc1ccc(N2CCN(C3CCCN(S(=O)(=O)c4ccc(C)cc4C)C3)CC2)cc1 (configuration not stated)	-11%	0%	-3%	22%	-3%	-62%	-14%	-1%	-2%	-2%	-9%
O=C(c1n[nH]c2ccccc12)N1CCN(c2ccc(F)cc2)CC1	2%	-1%	-7%	10%	-3%	-12%	-11%	-19%	-10%	11%	-3%
Oc1ccc(Br)cc1/C=N/n1c(COc2ccccc2)n[nH]c1=S	?	-3%	0%	10µM*	9%	-14%	?	3%	0%	6%	-3%
Clc1ccc(Oc2nc(Oc3ccc(Cl)cc3)nc(N3CCOCC3)n2)cc1	·	-1%	-7%	?	8%	-46%	-9%	4%	-1%	-5%	-2%
Cc1noc(C(=O)NCc2ccc(F)cc2)c1Cl	12%	1%	0%	1%	-4%	-8%	0%	-1%	-4%	5%	-1%
Fc1cc(F)c(F)c(SCn2cc(Br)cn2)c1F	1%	-1%	-3%	·	·	-1%	·	-1%	·	4%	-3%
COc1ccc(C)cc1NC(=O)COC(=O)CCC(=O)c1cccs1	7%	-2%	1%	·	·	11%	·	2%	·	7%	-3%
CC1(C)Oc2ccc3ccc(=O)oc3c2/C(=C/NCCO)C1=O	1%	-1%	-7%	28%	5%	-53%	5%	-4%	?	-1%	-5%
Cc1[nH]cnc1CSCCN	11%	11%	4%	-12%	-3%	-11%	-10%	-4%	6%	-8%	5%
COc1ccccc1OCCOc1ccc(/C=C2/C(=N)N3OC(C)=CC3=NC2=O)cc1OC	2%	-3%	10%	-17%	10%	-32%	-9%	-2%	-2%	3%	1%
C=CCN1C(=O)/C(=C2/Sc3ccc(OC)cc3N2CC)SC1=S	6%	-8%	3%	5%	?	-6%	5%	-14%	1%	6%	8%
COc1ccc(CCNC2=CC(=O)CC(C)(C)C2)cc1	-1%	0%	1%	?	3%	24%	?	-6%	·	5%	-1%
Cc1c(Cl)cccc1NC(=O)COC(=O)c1c2c(nc3ccccc13)CCN(Cc1ccccc1)C2	-6%	-2%	-7%	0%	-6%	-90%[inhibitor]	-7%	-16%	?	6%	-9%
O=C(NC1=NCCS1)c1cccc(S(=O)(=O)N2CCCCC2)c1	·	2%	2%	-6%	-6%	·	-17%	2%	7%	-10%	-4%
CCC12C(=O)C(CC)(C(c3ccccc3)=C1c1ccccc1)[C@@H]1C(=O)N(c3ccccc3)C(=O)C12 (some centres not stated)	13%	-2%	3%	5%	10%	-8%	9%	1%	-5%	-2%	-6%
Cc1ccc(S(=O)(=O)Nc2cc(=O)[nH]c(SCC(=O)Nc3ccccc3C(F)(F)F)n2)cc1	7%	-1%	-1%	-38%	-1%	1%	3%	?	-5%	2%	-3%
Cc1ccc(S(=O)(=O)CCSC(=N)N)cc1	-20%	-10%	-9%	-25%	0%	-72%[inhibitor]	-8%	-2%	-5%	-12%	-15%
CCN(CC)Cc1c(C(=O)N/N=C/c2ccco2)nnn1-c1nonc1N	-6%	-3%	0%	-31%	0%	-17%	2%	2%	?	2%	-4%
Cc1[nH]n(-c2ccc(F)cc2)c(=O)c1C=Nc1ccc(S(=O)(=O)N(C)C)cc1	2%	-5%	0%	18%	14%	-7%	-6%	-1%	-16%	-13%	-1%
COCCCNc1oc(-c2ccccc2OC)nc1C#N	-16%	9%	-1%	?	-3%	14%	?	-10%	4%	-7%	5%
CCn1nc(C(=O)OC2CCOC2=O)c2ccccc2c1=O (configuration not stated)	-1%	6%	-3%	-16%	13%	-8%	-4%	2%	16%	-4%	-2%
CC(NC(=O)[C@H](C)NC(=O)C1CC(=O)N(c2ccc3c(c2)OCO3)C1)c1ccccc1 (some centres not stated)	-1%	6%	4%	-1%	2%	3%	?	0%	-2%	1%	-3%
Cn1cc(Cl)cc(C(=O)Nc2ccccc2)c1=O	-12%	?	?	11%	7%	42%	-16%	?	19%	?	17%
CCOC(=O)N1CCN(S(=O)(=O)c2ccc(C)cc2)CC1	2%	1%	-5%	·	5%	-19%	·	5%	-4%	·	2%

A few values from the entries so far.
Under MBNL1 CUG block, `O=C(NC1=NCCS1)c1cccc(S(=O)(=O)N2CCCCC2)c1` has the entry 7%
Under MBNL1 CUG block, `Cc1[nH]cnc1CSCCN` has the entry 6%
Under CXXC DNA block, `Cc1[nH]n(-c2ccc(F)cc2)c(=O)c1C=Nc1ccc(S(=O)(=O)N(C)C)cc1` has the entry 14%
Under FLuc counter, `COc1ccccc1OCCOc1ccc(/C=C2/C(=N)N3OC(C)=CC3=NC2=O)cc1OC` has the entry -2%
Under BRCA1 expr act, `Cc1ccc(S(=O)(=O)CCSC(=N)N)cc1` has the entry -72%[inhibitor]
